TexasRed fluor – alters Texas Red total fluorescence, flagging assay interference; actives 0.29% (n = 280,000); TRb/SRC2 Texas Red total fluorescence interference; Potency, µM (doses to about 106 µM), without a hit: at the top dose fluorescence change, negative = quenching; AID 1479; active = well fitted curve in either direction with a large enough effect; inconclusive = small, poorly fitted or top-dose-only effect; also: % is scaled to controls: 0 for no effect and ±100 for the full control effect
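Human TRb ligand-binding domain at 0.6 uM with 20 nM Texas Red SRC2 peptide in Tris buffer containing 1 uM T3 and 5% DMSO, incubated with compound 5 h at ambient temperature. Total fluorescence (555/632 nm) calculated as parallel + 2 × perpendicular.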
ALDH1A1 block – ALDH1A1 (human) enzyme inhibition. actives 7.3% (n = 220,000). Purified ALDH1A1, NADH fluorescence, propionaldehyde substrate. Potency, µM (series often up to 75.3 µM), inactives show at the top dose activity, negative = inhibition, actives largely listed as inhibitors. P00352; active = well fitted inhibition curve with a large enough effect, not every such curve was filed as active; inconclusive = small, poorly fitted or top-dose-only effect, or another doubt; inactive = no such curve, though single readings can be large or run the other way;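 also: plate controls were no enzyme wells and a reference inhibitor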
Lamin A splicing – LMNA splicing modulation | Potency, µM (doses to about 46.1 µM), for inactives: at the top dose ratio change, negative = inhibition, actives largely listed as inhibitors | actives 0.01% (n = 200,000) | HeLa LMNA splicing GFP/RFP minigene ratio, 48 h; active = well fitted inhibition curve with a large enough effect in the signal ratio, with a control signal flat, not every such curve was filed as active; inconclusive = small, poorly fitted or top-dose-only effect, or effect the other way, or a change in a side signal; the % refers to the signal ratio; also: % is scaled to controls: 0 for no effect and ±100 for the full control effect
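S3 HeLa cells stably expressing lamin A-EGFP splicing minigene plus DsRed2, 600 cells/well, 48 h compound exposure at 37C. Laser-scanning cytometry; analysed as GFP (500-530 nm)/RFP (575-640 nm) total intensity ratio; 0.5% DMSO vehicle.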
RECQ1 inh – inhibitors of human RECQ1 DNA helicase; RECQ1 DNA unwinding, red fluorescence kinetic read; Potency, µM (top dose mostly 57.3 µM), without a hit: at the top dose activity, negative = inhibition, actives largely listed as inhibitors; P46063; actives 0.54% (n = 240,000);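 also: plate controls were vehicle for no effect and no enzyme for full effect; nearly all actives have a fitted effect of over 30% in size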
Target sequence (P46063 whole entry, looked up): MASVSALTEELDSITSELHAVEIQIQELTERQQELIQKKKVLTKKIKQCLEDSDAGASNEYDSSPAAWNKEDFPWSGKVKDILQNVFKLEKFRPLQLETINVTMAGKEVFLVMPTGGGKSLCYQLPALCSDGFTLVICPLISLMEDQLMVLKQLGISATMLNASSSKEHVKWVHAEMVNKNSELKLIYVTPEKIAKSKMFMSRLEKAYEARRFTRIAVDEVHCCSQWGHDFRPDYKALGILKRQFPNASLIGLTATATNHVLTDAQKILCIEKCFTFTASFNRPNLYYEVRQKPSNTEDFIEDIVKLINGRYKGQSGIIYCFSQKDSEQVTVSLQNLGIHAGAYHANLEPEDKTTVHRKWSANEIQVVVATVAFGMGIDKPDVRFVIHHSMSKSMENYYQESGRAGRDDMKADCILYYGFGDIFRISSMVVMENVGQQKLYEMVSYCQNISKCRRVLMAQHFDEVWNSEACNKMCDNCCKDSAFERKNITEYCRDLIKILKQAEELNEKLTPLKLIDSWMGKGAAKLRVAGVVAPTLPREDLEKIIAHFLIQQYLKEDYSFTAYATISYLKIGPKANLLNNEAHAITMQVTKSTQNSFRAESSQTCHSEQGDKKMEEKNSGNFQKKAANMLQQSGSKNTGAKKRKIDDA
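50 nM RECQ1T1 preincubated 15 min with compound in Tris pH 8.0 buffer with MgCl2, DTT, Tween-20 and 2.5 ug/ml poly(dI-dC); started with 200 nM TAMRA/BHQ-2 forked duplex and 2 mM ATP. Unwinding read as fluorescence (525/598 nm), two reads 2 h apart.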
RGS12 GoLoco inh – RGS12 GoLoco-Gai1 interaction inhibition; actives 0.44% (n = 230,000); Gai1:RGS12 GoLoco peptide FP, rhodamine, 10 min; Potency, µM (highest dose often 61.6 µM), without a hit: at the highest dose activity, negative = inhibition, hits mostly inhibitors; active = well fitted inhibition curve with a large enough effect, not every such curve was filed as active; inactive = no such curve, though single readings can be large or run the other way; also: % is scaled to controls: 0 for no effect and ±100 for the full control effect; nearly all actives have a fitted effect of over 30% in size; many of its hits are not listed in these tables
SMN2 splice up – SMN2 splice variant enhancement; AID 1458; actives 2.8% (n = 210,000); HEK293 SMN2-luciferase splicing reporter, luminescence, 30-36 h; Potency, µM (series often up to 46.1 µM), for inactives: at the top dose activity change, positive = activation, hits mostly activators; also: % of control where 0% means no effect; nearly all actives have a fitted effect of over 55% in size
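qHTS luciferase splicing reporter: luminescence rises when SMN2 exon 7 is included in transfected HEK293 cells. Compound exposure lasted 30-36 h at 37C, with 4.5 mM final sodium butyrate as control, followed by a ONE-Glo read.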
TRb SRC2 PPI – disrupts binding of human TR beta to SRC2. actives 0.065% (n = 280,000). Potency, µM (top dose mostly 106 µM), without a hit: at the highest dose activity change, negative = inhibition, most hits filed as inhibitors. P10828. AID 1469. TRbeta-SRC2 peptide binding, fluorescence polarization; receptor liganded with 1 µM T3;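 also: plate controls were bound peptide for no effect and peptide without receptor for full effect; nearly all actives have a fitted effect of over 50% in size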
Target sequence (P10828 whole entry, looked up): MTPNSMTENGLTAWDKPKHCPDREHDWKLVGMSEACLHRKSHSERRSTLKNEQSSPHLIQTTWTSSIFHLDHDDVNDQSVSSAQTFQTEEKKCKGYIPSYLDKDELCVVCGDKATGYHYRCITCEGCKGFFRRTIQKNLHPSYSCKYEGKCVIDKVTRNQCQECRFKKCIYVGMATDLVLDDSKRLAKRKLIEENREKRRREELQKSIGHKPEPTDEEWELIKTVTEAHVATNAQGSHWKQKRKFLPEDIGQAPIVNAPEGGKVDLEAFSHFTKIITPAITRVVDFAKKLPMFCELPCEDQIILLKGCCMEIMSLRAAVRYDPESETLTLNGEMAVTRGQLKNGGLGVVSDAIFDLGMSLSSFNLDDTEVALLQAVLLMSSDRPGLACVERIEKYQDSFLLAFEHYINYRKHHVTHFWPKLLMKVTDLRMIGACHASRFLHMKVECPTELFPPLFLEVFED
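Read-out is fluorescence polarization (555 nm excitation, 632 nm emission) of a Texas Red SRC2 coactivator peptide; loss of signal reflects blocked binding to human TRb ligand-binding domain in the presence of 1 uM T3.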
JMJD2E inh – JMJD2E (human) inhibition | B2RXH2 | JMJD2E catalytic domain, FDH-coupled NADH fluorescence (FDH is formaldehyde dehydrogenase) | Potency, µM (titrated, usually from 57.1 µM), for inactives: at the highest dose activity change, negative = inhibition, most hits filed as inhibitors | actives 1.6% (n = 230,000) | AID 2147; active = well fitted inhibition curve with a large enough effect, not every such curve was filed as active; inconclusive = small, poorly fitted or top-dose-only effect, or another doubt; inactive = no such curve, though single readings can be large or run the other way;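 also: 0% = wells with enzyme and -100% = buffer wells without enzyme; nearly all actives have a fitted effect of over 50% in size; many of its hits are not listed in these tables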
Numbers without * were called inactive; i = inactive; ? = inconclusive; · = no result given; & = joins results of further samples; [ ] = another dose, or the depositor's remark. Unless noted, calls follow the shape of the dose curve; as a rule, active = well fitted curve in the direction sought with a large enough effect; inconclusive = small, poorly fitted or top-dose-only effect, or another doubt; inactive = no such curve, though single readings can be large; an effect the other way counts as inactive or inconclusive. Potency is read from the fitted curve at half-maximal effect. This is a subset; the hit share may differ from the screen's.

SMILES,TexasRed fluor,ALDH1A1 block,Lamin A splicing,RECQ1 inh,RGS12 GoLoco inh,SMN2 splice up,TRb SRC2 PPI,JMJD2E inh
CCc1nc2ccccc2c(=O)n1-c1ccc2ccccc2c1,-3%,15%,-8%,-2%,4%,-3%,5%,-7%
COc1ccc(N/N=C/c2c(O)n(-c3ccc(C)c(C)c3)c(=O)[nH]c2=O)cc1,-4%,1.6µM*,?,?,1%,-52%[inhibitor],6%,?
S=C=Nc1cccc(C2(N3CCCCC3)CCCCC2)c1,1%,1%,·,-1%,-5%,·,4%,7%
Cc1cc(C)nc(/N=C/c2c(O)n(C)c(=O)n(C)c2=O)n1,1%,?,12%,-3%,-24%,-12%,7%,?
O=C(c1ccc2c(c1)ncn2-c1ccc(F)cc1F)N1CCC2(CC1)OCCO2,-3%,?,·,-1%,29%,17%,1%,-5%
COC(=O)C(O)(c1ccc(NC(=O)c2cccs2)c(C)c1)C(F)(F)F (stereo unspecified),-2%,·,·,-2%,7%,·,-1%,-5%
NC(CCP(=O)(O)O)C(=O)O (stereo unspecified),0%&-2%,?,-10%,1%,11%&2%,?,2%&-3%,1%
Cc1cccc(NC2=NCCCS2)c1C,0%,4%,1%,-2%,1%,13%,5%,-6%
CC1=CC(=C2C(=O)NC(=S)NC2=O)C=C(C(F)(F)F)N1CCc1ccccc1,0%,6%,13%[46 µM],i,15%,-5%,3%,9%
CCOC(=O)C1=C(NC(=S)NC(=O)c2ccccc2)c2ccccc2CC12CCCC2,-3%,22µM*,?,-13%,4%,10%,-3%,1%
COC(=O)[C@@H]1C[C@@]2(O)[C@@H](O)[C@@H](O)[C@@H](O)C[C@H]2N1Cc1cccnc1,-1%,-7%,·,i,5%,-2%,5%,-4%
S=C(NCCN1CCOCC1)Nc1cccc(Cl)c1,-3%,2%,?,i,1%,0%,6%,0%
O=C(c1cc2ccccn2n1)N1CCC2(CC1)OCCO2,3%,?,5%,-2%,6%,-1%,0%,-4%
O=C1c2ccccc2C(Nc2ccc(S(=O)(=O)N3CCCCCC3)cc2)N1c1ccccn1 (stereo unspecified),-5%,0.79µM*,-2%,-3%,13%,-4%,0%,0%
Nc1c(C(=O)OC2CCCCC2)c2nc3ccccc3nc2n1CC1CCCO1 (stereo unspecified),-7%,?,?,i,4%,-6%,3%,?
O=C(C1CC(c2ccc(Cl)c(Cl)c2)=NO1)N1CCC2(CC1)OCCO2 (stereo unspecified),2%,-9%,?,-4%,6%,13µM*,-23%,2%
COC(=O)/C=C\C(=O)N[C@@H]1CC[C@@]2(O)[C@H]3Cc4ccc(O)c5c4[C@@]2(CCN3CC2CC2)[C@@H]1O5,1%,-14%,·,-15%,-2%,·,-7%,12%
O=C(c1cccn2c(=O)c3cc(Cl)ccc3nc12)N1CCC2(CC1)OCCO2,-1%,?,?,-13%,-14%,-11%,-22%,?
c1ccc(P(c2ccccn2)c2ccccn2)cc1,-3%,4%,·,-1%,-4%,6%,-2%,?
COc1ccc(NC(=O)c2c(C)nn(Cc3ccccc3Cl)c2Cl)cc1Cl,?,6%,-3%,-11%,7%,1%,-3%,1%
Nc1cncc(C(=O)O)c1,-3%&2%,?,?,-10%&-6%,11%&-2%,4%,-1%&-7%,?
CCC(=O)OC1(c2cccc(C)c2)CC(C)N(C)CC1C (stereo unspecified),-5%,7%,2%,0%,-2%,·,-5%,-1%
CCn1c(O)c(C=Nc2ccc(N3CCOCC3)cc2)c(=O)n(CC)c1=S,1%,-6%,?,i,-43%,-16%,3%,-1%
Oc1ccc2c3c1O[C@H]1c4c(c5ccccc5n4Cc4ccccc4)C[C@]4(O)[C@H](C2)N(CC2CC2)CC[C@@]314,0%,-6%,·,-6%,4%,·,·,3%
C/C(=N\N(C)c1ccccc1)c1c(O)[nH]c(=O)[nH]c1=O,5%,-4%,·,-1%,2%,·,-5%,6%
Cc1ccsc1C(=O)C1CCCN(Cc2cnc(N3CCOCC3)s2)C1 (stereo unspecified),1%,?,·,i,-3%,·,8%,10%
O=C(c1ccc(Cl)cc1)C1CCCN(Cc2cccc3cnccc23)C1 (stereo unspecified),-4%,1%,·,-5%,13%,·,-4%,8%
O=C(Oc1ccccc1)N1CCC2(CC1)CN(Cc1ccncc1)C2,·,?,·,i,15%,-20%,·,·
COc1cc(/C=C/C(=O)c2c(O)n(CCc3ccccc3)c(=O)[nH]c2=O)ccc1O,0%,-5%,?,-17%,333%[activator],-63%[inhibitor],-19%,2%
Cc1ccc2c(c1)N(N=O)CCC2,-1%,?,4%,i,1%,5%,-4%,-2%

Filtered by structure: those above with a CF3 group
SMILES,TexasRed fluor,ALDH1A1 block,Lamin A splicing,RECQ1 inh,RGS12 GoLoco inh,SMN2 splice up,TRb SRC2 PPI,JMJD2E inh
COC(=O)C(O)(c1ccc(NC(=O)c2cccs2)c(C)c1)C(F)(F)F (stereo unspecified),-2%,·,·,-2%,7%,·,-1%,-5%
CC1=CC(=C2C(=O)NC(=S)NC2=O)C=C(C(F)(F)F)N1CCc1ccccc1,0%,6%,13%[46 µM],i,15%,-5%,3%,9%

Later entries.
SMILES,TexasRed fluor,ALDH1A1 block,Lamin A splicing,RECQ1 inh,RGS12 GoLoco inh,SMN2 splice up,TRb SRC2 PPI,JMJD2E inh
CCN1C[C@]2(C)CC[C@H](OC)[C@@]34[C@H]1C1(OCO[C@@]15C[C@H](OC)C1C[C@]3(O)C5[C@H]1OC)[C@@H](O)[C@H]24,-1%,2%,·,-7%,2%,-7%,-6%,8%
COc1ccc(C2NCc3ccccc3-n3cccc32)cc1 (stereo unspecified),3%,-3%,-2%,-4%,4%,?,4%,-2%
O=C(Cc1ccccc1)OC(COCc1ccccc1)CN1CCOCC1 (stereo unspecified),-1%,5%,1%,-1%,11%,-2%,6%,-6%
N#CC1(c2ccccc2)CCN(C2CC(=O)N(c3cccc(F)c3)C2=O)CC1 (stereo unspecified),-5%,?,·,-3%,-1%,·,2%,3%
Cc1ccnc(SCc2nc3ccccc3s2)n1,-1%,-4%,-2%,6%,-1%,11µM*,-1%,-2%
CCOc1ccccc1OCC(=O)Nc1ccc(Cl)cc1C(=O)c1ccccc1,-1%,-5%,?,-41%,-8%,-17%,1%,-5%
CCOP(=O)(OCC)C(O)c1ccc(N(C)C)cc1 (stereo unspecified),-2%,·,·,8%,-7%,·,-1%,7%
Cc1ccc(-n2c(O)c(C=NC3CCCCC3N)c(=O)[nH]c2=O)cc1C (stereo unspecified),-3%,-20%,8%,19%,-3%,0%,-6%,-22%
O=c1c2ccccc2nc(-c2ccccc2)n1-c1ccccc1,-5%,·,·,-2%,3%,·,-1%,2%
C=C(C)[C@]12C[C@@H](C)[C@@]34O[C@](Cc5ccccc5)(O[C@@H]1[C@@H]3C=C(COC(=O)Cc1ccc(O)c(OC)c1)C[C@]1(O)C(=O)C(C)=C[C@@H]41)O2,0%,1%,·,i,13%,·,12%,·
O=C(Cl)c1ccccc1F,-3%,?,·,1%,3%,-8%,8%,·
S=C1NC2(CCCCC2)NC12CCCCC2,-1%,4%,·,12%,12%,·,-3%,1%
Cc1ccc2c(CN3CC=C(c4ccccc4)CC3)cc(=O)oc2c1C,-4%,?,-13%,-1%,·,·,-3%,25µM*
CCn1c(O)c(C=NCc2cccs2)c(=O)n(CC)c1=S,-3%,?,?,-7%,2%,-21%,1%,-5%
Nc1cccc(Cl)c1,-4%,?,·,10%,-26%,-4%,9%,·
Cc1ccc2c(c1)C1CN(C)CCC1N2C(=O)/C(C#N)=C/c1ccc2c(c1)OCO2 (stereo unspecified),1%,?,3%[46 µM],i,21%,-6%,0%,?
N#CC(C#N)=Cc1ccc(O)c(O)c1,-3%&-3%&-3%,11µM*,?,13%&4%&6%,-5%&-13%&0%,?,6%&0%&4%,7.9µM*
O=C(CN1CC(c2ccccc2)CC1=O)Nc1cccc(F)c1 (stereo unspecified),0%,0%,0%,-7%,7%,-6%,0%,9%
COc1ccc(C2CN(C)CC2C(=O)c2ccc(F)cc2)cc1Cl (stereo unspecified),1%,1%,·,i,9%,-2%,-4%,-6%
O=C(NCc1ccc(C(=O)N2CCC3(CC2)OCCO3)cc1)c1ccc2c(c1)OCO2,-1%,8%,9%,-6%,-2%,1%,-13%,3%
Cc1cccc(C)c1OC(=O)Cc1ccccc1,5%,4%,·,0%,3%,-1%,7%,7%
CCS(=O)CCSP(=O)(OC)OC (stereo unspecified),0%[201 µM],-13%,1%,-2%,-1%,-5%,1%[201 µM],-2%
CCCC(=O)N(C)C1=Nc2ccc(Cl)cc2C(c2ccccc2)=[N+]([O-])C1,-11%,·,·,i,-4%,·,-8%,?
CCCNC(=O)N1C2CCC1CC(O)(c1cccnc1)C2 (stereo unspecified),1%,0%,-1%,i,5%,9%,-4%,6%
CN(C)c1ccc(N(C)C)cc1,9%,?,·,-12%,5%,-9%,-12%,·
O=c1c(O)c(-c2ccc(O)c(O)c2)oc2c(O)c(O)cc(O)c12,-2%,35µM*,·,i,2%,5%,4%,2.8µM*

Some values from the results shown:
Entry for O=C(NCc1ccc(C(=O)N2CCC3(CC2)OCCO3)cc1)c1ccc2c(c1)OCO2 in TRb SRC2 PPI: -13%
Entry for Cc1cccc(C)c1OC(=O)Cc1ccccc1 in TexasRed fluor: 5%
Entry for CCCC(=O)N(C)C1=Nc2ccc(Cl)cc2C(c2ccccc2)=[N+]([O-])C1 in TRb SRC2 PPI: -8%
Entry for O=C(CN1CC(c2ccccc2)CC1=O)Nc1cccc(F)c1 (stereo unspecified) in SMN2 splice up: -6%
Entry for COc1ccc(C2CN(C)CC2C(=O)c2ccc(F)cc2)cc1Cl (stereo unspecified) in TRb SRC2 PPI: -4%

Source: PubChem
